Source: PubChem BioAssay
FID counter = counter-screen for HCV NS3 helicase inhibitors: DNA intercalator displacement. AID 1845. inhibition, % at 7.9 µM. DNA fluorescent intercalator displacement, fluorescence. 290,000 compounds, 0.17% hits; in the data active means inhibition above about 37%;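 further: 0% = vehicle and 100% = reference compound; higher means more ethidium bromide displaced from hairpin DNA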
PfM18AAP inh = PfM18AAP enzyme inhibition; inhibition, % at 7.35 µM; recombinant PfM18AAP, H-Glu-NHMec fluorogenic cleavage; 290,000 compounds, 1.2% hits;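 active means inhibition above the campaign mean inhibition over all tested compounds plus 3 SD, cut at about 28% in these data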;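 further: 0% = plate median of test compound wells and 100% = 2 mM ZnCl2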
GPR7 antag = human neuropeptides B/W receptor 1 antagonism | AID 1861 | P48145 | 290,000 compounds, 1.1% hits | inhibition, % at 4.4 µM | GPR7-expressing cells, fluorescence antagonist assay; in the data active means inhibition above about 16%, passing the limit was not always enough;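 further: cells stimulated with the agonist NPW; 0% = agonist with vehicle and 100% = vehicle without agonist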
Target sequence (P48145 whole entry, looked up): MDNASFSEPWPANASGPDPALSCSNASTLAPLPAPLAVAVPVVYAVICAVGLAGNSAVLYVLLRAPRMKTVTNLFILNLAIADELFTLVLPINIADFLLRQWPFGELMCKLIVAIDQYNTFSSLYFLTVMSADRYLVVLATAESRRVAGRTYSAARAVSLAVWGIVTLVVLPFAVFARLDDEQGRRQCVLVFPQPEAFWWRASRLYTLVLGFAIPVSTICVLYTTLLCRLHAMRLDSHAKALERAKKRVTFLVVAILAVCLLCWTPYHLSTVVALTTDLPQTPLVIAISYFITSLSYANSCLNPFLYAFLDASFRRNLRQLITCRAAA
PHOSPHO1 inh = PHOSPHO1 (human) inhibition; recombinant PHOSPHO1, absorbance phosphatase assay; inhibition, % at 13.3 µM; 290,000 compounds, 1.1% hits; in the data active means inhibition above about 60%
Target sequence (Q8TCT1 whole entry, looked up): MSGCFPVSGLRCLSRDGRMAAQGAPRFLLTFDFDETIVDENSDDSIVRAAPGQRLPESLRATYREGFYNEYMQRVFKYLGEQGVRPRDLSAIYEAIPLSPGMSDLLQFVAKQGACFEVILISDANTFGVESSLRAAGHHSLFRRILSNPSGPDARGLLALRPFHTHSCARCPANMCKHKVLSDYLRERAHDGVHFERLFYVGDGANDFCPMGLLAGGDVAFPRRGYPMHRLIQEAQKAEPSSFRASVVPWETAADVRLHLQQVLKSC
MEKK2wt PB1 HTS = raises or lowers MEK5 binding to wildtype human MEKK2 PB1 domain; 290,000 compounds, 1.1% hits; AID 1531; bead flow cytometry, Alexa488-MEK5 binding to MEKK2 WT; actives lie on both sides; binding response (% of control), % at 10 µM; in the data active means binding response below about 67% or above about 130%; inconclusive means no clear call, values can overlap the other calls; inactive means in between
MEKK3 PB1 HTS = MEKK3-MEK5 PB1 interaction, increase or decrease; Q99759; 290,000 compounds, 1.4% hits; AID 1529; binding response (% of control), % at 10 µM; bead-based flow cytometry, Alexa488-MEK5 binding to MEKK3; actives lie on both sides; 0 = blocked by unlabeled MEK5, 100 = vehicle;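 active means binding response more than 3 SD above or below the average of its plate-row segment, actives on both sides; inconclusive means wells at one plate position flagged as instrument error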;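 further: Alexa488 bead fluorescence after subtracting the streptavidin-only scavenger bead signal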
OXTR agonist = human OXTR agonism; P30559; 320,000 compounds, 0.32% hits; activation, % at 3 µM; AID 2435; CHO-OTR cells, Fluo-8 calcium fluorescence; normalized: DMSO 0%, oxytocin 100%;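 active means activation above the mean of all tested compounds plus 3 SD, cutoff set per screening run, cut at about 20% in these data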;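 further: peak over basal fluorescence ratio from a 100 s FLIPR kinetic read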
Target sequence (P30559 whole entry, looked up): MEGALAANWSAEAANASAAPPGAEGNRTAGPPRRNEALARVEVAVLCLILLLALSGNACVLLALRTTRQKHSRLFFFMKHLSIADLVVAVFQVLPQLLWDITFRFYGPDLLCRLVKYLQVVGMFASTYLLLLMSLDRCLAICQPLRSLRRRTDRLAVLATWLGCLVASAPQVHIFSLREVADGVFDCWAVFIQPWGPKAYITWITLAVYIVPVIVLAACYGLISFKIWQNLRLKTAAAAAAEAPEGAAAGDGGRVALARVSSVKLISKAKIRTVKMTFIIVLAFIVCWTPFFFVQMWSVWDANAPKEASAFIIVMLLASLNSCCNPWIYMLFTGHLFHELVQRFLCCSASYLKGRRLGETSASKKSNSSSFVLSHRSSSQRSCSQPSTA
MEKK2 mut-MEK5 = signal of MEK5 binding to mutant human MEKK2 PB1 domain; bead flow cytometry, Alexa488-MEK5 binding to MEKK2 mutant; percent response, % at 10 µM; 290,000 compounds, 0.35% hits; in the data active means percent response above about 24%, passing the limit was not always enough; further: inactives centre near 1; some results filed as inactive read as strong as hits; reference of the scale not given here
NALP1 yeast inh = inhibitors of NALP1 inflammasome in yeast; S. cerevisiae NALP1/ASC/caspase-1 growth, X-gal OD620, 72 h; inhibition, % at 10 µM; 280,000 compounds, 0.61% hits; AID 2071; in the data active means inhibition mostly above about 24%, no sharp cut-off; inactive means mostly below about 32%; further: some compounds called inactive have numbers as strong as hits
The depositor's hits bear a star; ? = inconclusive; · = not tested or not shown.

Molecule | FID counter | PfM18AAP inh | GPR7 antag | PHOSPHO1 inh | MEKK2wt PB1 HTS | MEKK3 PB1 HTS | OXTR agonist | MEKK2 mut-MEK5 | NALP1 yeast inh
CC(C(=O)Nc1ccc(F)c(F)c1F)N1CCCCCC1 (stereo not given) | -1 | 5 | -7 | -13 | · | · | 0.1 | · | ·
Cc1cccc(C(=O)NNC(=O)c2ccc(S(=O)(=O)N3CCOCC3)cc2)c1 | -9 | -3 | -2 | 28 | 101 | 103 | 1.1 | 0 | 23
Cc1ccccc1OCCC(=O)Nc1cccc(S(=O)(=O)Nc2ccccc2Cl)c1 | -16 | 1 | -8 | -9 | 104 | 106 | 4.5 | 1 | 23
Cc1ccc(NC(=O)CCN2CCCCC2)cc1 | -7 | 6 | -18 | 34 | 109 | 104 | 0.9 | 4 | 19
COc1ccc2c(CC(=O)Nc3ncc(C)s3)coc2c1 | 2 | 0 | 16 | -3 | 99 | 102 | -0.4 | 1 | 2
CCOc1ccccc1N=C1NC(=O)CS1 | -1 | 4 | -17 | -10 | 99 | 102 | 0.6 | 0 | 30
C=CCN1C(=O)C(Cc2ccc(SC(F)F)cc2)SC1=Nc1ccc(C(=O)O)cc1 (stereo not given) | -33 | -1 | 1 | 21 | 103 | 104 | 3.0 | 2 | 5
COc1cc2cc(/C=C/C(=O)c3ccco3)c(Cl)nc2cc1OC | -29 | 10 | -11 | 6 | 100 | 100 | 0.6 | 1 | 6
Cc1cnc(C(=O)N2CCCC(N3CCN(c4ccccc4C)CC3)C2)cn1 (stereo not given) | -17 | 4 | -9 | 28 | 114 | 109 | 0.1 | 15 | -1
COc1ccc(CC(=O)N2CCN=C2SCc2ccc([N+](=O)[O-])cc2)cc1 | 2 | -1 | 8 | 26 | 118 | 130* | 0.3 | 3 | -15
CCN(CC)CCN1C(=O)C(=O)/C(=C(/O)c2c(C)[nH]c(C(=O)OC)c2C)C1c1ccc(OC)cc1 (stereo not given) | -4 | 4 | 8 | -6 | · | · | 0.7 | · | 10
CC(C)(C)C1CCC(OCC(O)CN2CCCC2)CC1 (stereo not given) | 11 | 0 | -1 | 25 | 78 | 79 | 1.8 | -18 | 0
C#CC[N+]1(CC#Cc2ccccc2)CCOCC1 | -1 | -4 | -4 | 10 | 103 | 102 | -0.8 | 3 | 8
O=C(CCCn1c(=O)[nH]c2cc(Cl)ccc2c1=O)NC1CCCCCCC1 | 4 | -10 | 10 | -24 | 90 | 92 | -0.7 | -2 | 28
Cc1ccc(C(=O)N2CCN(C(=O)c3ccccc3)C2c2ccc(N(C)C)cc2)cc1 (stereo not given) | -29 | -3 | 7 | 0 | 100 | 99 | -2.6 | -2 | 29
CCc1cccc(C)c1NC(=O)CSc1nnc(C)o1 | -2 | 4 | -16 | 9 | 109 | 104 | 0.3 | 4 | 8
O=C(NCCNCCO)C1(C(F)(F)F)C/C(=C\Cc2ccccc2)CCCO1 (stereo not given) | · | · | · | · | 106 | 108 | 0.1 | 6 | ·
COCc1nc2ccccc2n1CCc1ccccc1 | -6 | -8 | -13 | 44 | 107 | 104 | -0.9 | 9 | 15
NC(=O)c1cc(S(=O)(=O)N2CCOCC2)ccc1N1CCCC1 | -2 | 5 | -22 | 58 | 98 | 98 | -0.4 | -1 | 2
CC(=O)c1c(COC(=O)c2ccc(Cl)cc2)nc2ccccc2[n+]1[O-] | -7 | -7 | -10 | 16 | 112 | 114 | -0.5 | 6 | 24
COc1ccccc1CNS(=O)(=O)c1cccc2nsnc12 | -4 | 1 | -19 | 19 | 97 | 100 | -1.6 | -5 | 4
CCN(CC(=O)NCc1ccc(F)cc1)C(=O)c1ccc(COc2ccccc2)cc1 | -42 | -1 | -7 | 31 | 94 | 98 | 9.0 | 0 | 9
O=C(Nc1ccc(Cl)cc1)C1C2CCC3C(CCC21)C3(Cl)Cl (stereo not given) | -3 | -4 | 1 | -14 | 101 | 100 | · | 3 | -1
Cc1ccc(-c2nnn3c2nc(Cl)c2ccccc23)cc1 | -3 | 2 | -7 | 5 | 64 | 100 | · | 11 | 17
O=C(CSc1nnc(CNC(=O)c2cccc(C(F)(F)F)c2)o1)NC1CCCC1 | -13 | -2 | -5 | 27 | 100 | 98 | 0.3 | -5 | 5
COc1cccc(-c2nn(Cc3ccccc3)cc2CO)c1 | -19 | -7 | -4 | 2 | 98 | 100 | 1.1 | 2 | 13
CC1(C(=O)O)CC(C)(C(=O)O)CC(C)(C(=O)O)C1 (stereo not given) | 3 | -5 | -7 | -10 | 103 | 101 | 0.5 | 3 | 17
Nn1c(CN2CCCCC2)nc2ccccc2c1=O | 1 | -6 | -7 | 7 | 86 | 88 | 0.7 | -11 | 0
O=C(O)c1cccc(NC(=S)NC(NC(=O)c2ccccc2[N+](=O)[O-])C(Cl)(Cl)Cl)c1 (stereo not given) | -11 | -6 | -4 | -5 | 101 | 103 | -0.7 | 2 | 25
COc1ccc(OCc2cc(C(=O)N3CCCC(CO)C3)no2)c2ccccc12 (stereo not given) | -40 | 5 | 2 | 8 | 106 | 102 | -0.1 | 7 | 0
O=C(NC1CCCCCC1)C1CCCN(c2ncccn2)C1 (stereo not given) | -21 | -5 | 2 | 3 | 105 | 101 | -0.3 | 5 | 2
CCC(=O)Oc1ccc(-c2nc(-c3cccnc3)no2)cc1 | -12 | -3 | -3 | 21 | 94 | 99 | 4.6 | -10 | 6
COC(=O)CCCC1=CC2=CC(=O)C(C)(OC(=O)c3cccs3)C(=O)C2=CN1c1ccccc1 (stereo not given) | · | · | · | · | 99 | 97 | -0.6 | 0 | ·
Cc1[nH]nc2c1C1(CCC(c3ccccc3)CC1)C(C#N)=C(N)O2 (stereo not given) | -4 | 14 | -12 | -14 | 97 | 107 | -1.1 | 4 | -6
CCCCC1(CC)C(=O)NC(=O)NC1=Nc1ccc(OC)cc1 (stereo not given) | 2 | -11 | -7 | 42 | 90 | 99 | -0.7 | 0 | 11
Cc1cccc(NC(=O)c2cc(S(=O)(=O)N3CCCC3)cn2C)c1 | -19 | 0 | -8 | 18 | 99 | 101 | -1.3 | 0 | 13
Cc1ccc2cc(C#N)c(N3CCCN(C(=S)NCCCN(C)C)CC3)nc2c1 | 20 | -4 | -2 | · | 117 | 99 | 3.6 | 15 | -14
O=C(NCc1ccccc1)c1ccc(CN2CCOCC2)cc1 | -1 | -6 | 5 | -4 | 107 | 104 | 0.9 | 6 | 3
COc1ccc(N2CC(C(=O)N3CCN(c4ccccc4OC)CC3)CC2=O)cc1 (stereo not given) | -36 | 0 | -5 | 42 | 95 | 100 | -0.4 | -1 | -8
COc1ccc(S(=O)(=O)NCCSc2ccc(C)cc2)cc1OC | -19 | -3 | -20 | 2 | 123 | 122* | 5.5 | 9 | 15
CCCOC(=O)c1ccc(NC(=O)c2cnccn2)cc1 | -8 | -5 | 2 | 8 | 100 | 104 | 3.2 | 3 | 4
COC(=O)CSc1nnc(CNC(=O)c2ccc(S(=O)(=O)N3CCCCC3)cc2)n1C | -11 | 0 | -1 | 14 | 103 | 102 | 3.2 | 2 | 6
CCCOc1cccc(C(=O)N(Cc2ccc(OC)c(OC)c2)C2CCS(=O)(=O)C2)c1 (stereo not given) | -35 | -5 | 1 | 19 | ? | ? | -0.9 | -24 | -8
O=C(NC(=S)Nc1ccccc1F)C1CCCCC1 | -13 | -6 | -14 | 18 | 106 | 105 | -0.6 | 6 | 20
Cc1cc(NC(=O)Nc2cccc(C(F)(F)F)c2)n(C)n1 | 3 | -2 | -5 | -16 | 98 | 105 | 4.0 | -1 | 32*
COc1ccccc1-c1cc(C(=O)NC(C)c2ccccc2)no1 (stereo not given) | -15 | -1 | 17 | 11 | 108 | 108 | -0.4 | 5 | -6
Cc1ccc(NC(=O)c2ccco2)c(NC(=O)c2ccccc2C)c1 | -10 | 3 | 2 | 31 | 105 | 101 | 1.3 | 3 | 1
C/C(=N\O)c1cc(Cl)ccc1O | -1 | 0 | -15 | 19 | 91 | 86 | -0.6 | -11 | 9
Cc1c(C(=O)NC(=S)Nc2ccccc2N2CCCC2)cccc1[N+](=O)[O-] | -9 | 7 | -13 | -9 | 101 | 100 | -0.8 | -2 | 11
O=C(NNc1ccc([N+](=O)[O-])cc1)Nc1ccccc1 | 5 | 55* | -10 | · | 103 | 104 | 0.3 | 6 | -13

Entries of single compounds from above. Order of values: FID counter, PfM18AAP inh, GPR7 antag, PHOSPHO1 inh, MEKK2wt PB1 HTS, MEKK3 PB1 HTS, OXTR agonist, MEKK2 mut-MEK5, NALP1 yeast inh
Entry for `CCN(CC(=O)NCc1ccc(F)cc1)C(=O)c1ccc(COc2ccccc2)cc1` = -42, -1, -7, 31, 94, 98, 9.0, 0, 9
Entry for `O=C(NC(=S)Nc1ccccc1F)C1CCCCC1` = -13, -6, -14, 18, 106, 105, -0.6, 6, 20
Entry for `Cc1ccc(-c2nnn3c2nc(Cl)c2ccccc23)cc1` = -3, 2, -7, 5, 64, 100, ·, 11, 17

Next section:
Molecule | FID counter | PfM18AAP inh | GPR7 antag | PHOSPHO1 inh | MEKK2wt PB1 HTS | MEKK3 PB1 HTS | OXTR agonist | MEKK2 mut-MEK5 | NALP1 yeast inh
O=C1C2C3C=CC(CNS(=O)(=O)c4ccccc4)(O3)C2C(=O)N1c1ccc(Cl)cc1 (stereo not given) | -5 | -6 | 2 | 8 | 97 | 101 | 2.3 | -1 | 20
CCOC(=O)N1CCN(S(=O)(=O)c2ccc(C)cc2)CC1 | -7 | 4 | -8 | · | 106 | 102 | 0.9 | 5 | ·
CC(=O)COc1ccc2c(C)c(-c3ccccc3)c(=O)oc2c1 | -23 | 5 | 2 | 49 | 95 | 97 | -0.3 | -7 | 26
CCCCOCCCNC(=O)C1CCCCC1 | -5 | -2 | 2 | -8 | 103 | 109 | -0.8 | 4 | 10
O=C(NC1=NCCS1)c1cccc(S(=O)(=O)N2CCCCC2)c1 | -9 | -1 | 3 | -2 | · | · | · | · | 24
COc1ccc(CCNC2=CC(=O)CC(C)(C)C2)cc1 | -9 | 1 | -12 | -2 | 101 | 98 | -0.6 | -2 | 8
Cc1c(Cl)cccc1NC(=O)COC(=O)c1c2c(nc3ccccc13)CCN(Cc1ccccc1)C2 | -6 | 7 | -13 | -12 | 109 | 97 | -0.1 | 1 | 10
COc1ccccc1OCCOc1ccc(/C=C2/C(=N)N3OC(C)=CC3=NC2=O)cc1OC | -7 | 0 | -1 | 52 | 101 | 102 | -0.4 | 3 | 2
Cc1[nH]cnc1CSCCN | 7 | 8 | -4 | 27 | 101 | 99 | 0.5 | 1 | -4
C=CCN1C(=O)/C(=C2/Sc3ccc(OC)cc3N2CC)SC1=S | 0 | -16 | -4 | 14 | 84 | 96 | 1.3 | -4 | 19
CCn1nc(C(=O)OC2CCOC2=O)c2ccccc2c1=O (stereo not given) | 5 | -4 | -8 | -34 | 109 | 105 | 0.2 | 5 | 0
Cn1cc(Cl)cc(C(=O)Nc2ccccc2)c1=O | -4 | -3 | -5 | 23 | 106 | 109 | -0.1 | 14 | 7
CC(NC(=O)[C@H](C)NC(=O)C1CC(=O)N(c2ccc3c(c2)OCO3)C1)c1ccccc1 (stereo not given in full) | -21 | -8 | -7 | 38 | 94 | 93 | 0.7 | -4 | 8
COCCCNc1oc(-c2ccccc2OC)nc1C#N | -15 | -6 | -2 | 22 | 101 | 98 | 0.1 | 5 | 21
